PAFAH1B2 FP inh = PAFAH1B2 (human) inhibition; P68402; recombinant PAFAH1B2, FP-rhodamine activity probe, fluorescence polarization; inhibition, % at 3.39 µM; 340,000 tested, 1.2% active;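 active means inhibition above the mean of all tested compounds plus 3 SD, cut at about 24% in these data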;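 further: 0% = enzyme with DMSO and 100% = wells lacking PAFAH1B2; many of its hits are not listed in these tables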
LYPLA1 inh = counter-screen for PME1 inhibitors: inhibitors of human LYPLA1 | O75608 | recombinant LYPLA1, FP-Rh probe fluorescence polarization | inhibition, % at 5.9 µM | 320,000 tested, 0.16% active | AID 2174;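 active means inhibition above the mean of all tested compounds plus 3 SD, set per campaign, cut at about 14% in these data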;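 further: inhibitors block serine hydrolase probe labeling of LYPLA1 so polarization falls; 0% = enzyme with DMSO and 100% = wells lacking LYPLA1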
PAFAH1B3 inh = PAFAH1B3 (human) inhibition. recombinant PAFAH1B3, FP-rhodamine probe, fluorescence polarization. 340,000 tested, 0.28% active. inhibition, % at 3.39 µM;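 active means inhibition above the screen-wide average of all tested compounds plus 3 SD, cut at about 25% in these data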;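 further: 0% = enzyme with DMSO only and 100% = wells lacking PAFAH1B3 protein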
Target sequence (Q15102 whole entry, looked up): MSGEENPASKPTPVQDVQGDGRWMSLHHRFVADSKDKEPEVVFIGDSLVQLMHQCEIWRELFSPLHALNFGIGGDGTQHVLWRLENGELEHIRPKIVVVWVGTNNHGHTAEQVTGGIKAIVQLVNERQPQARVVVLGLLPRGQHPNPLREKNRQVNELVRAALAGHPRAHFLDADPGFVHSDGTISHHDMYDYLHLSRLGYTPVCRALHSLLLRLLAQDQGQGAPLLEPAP
PREPL inhibitor = inhibits the human prolyl oligopeptidase-like enzyme; recombinant PREPL, fluorescence polarization activity-based probe; inhibition, % at 5.96 µM; 320,000 tested, 0.68% active; in the data active means inhibition above about 43%;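 further: 0% = enzyme with DMSO and 100% = wells lacking enzyme; many of its hits are not listed in these tables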
pPAFAH FP inh = pPAFAH (human) enzyme inhibition; Q13093; recombinant pPAFAH, FP-rhodamine probe fluorescence polarization; inhibition, % at 3.39 µM; 330,000 tested, 1.5% active;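 active means inhibition above the mean inhibition across the screen plus 3 SD, cut at about 25% in these data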;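 further: inhibitors block binding of the rhodamine activity-based probe so polarization drops; 0% = enzyme with DMSO and 100% = wells lacking pPAFAH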
PAFAH2 FP inh = PAFAH2 (human) inhibition. inhibition, % at 3.39 µM. recombinant PAFAH2, FP-rhodamine activity probe, fluorescence polarization. 340,000 tested, 0.99% active. Q99487;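 active means inhibition above the mean over all tested compounds plus 3 SD, cut at about 30% in these data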;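 further: inhibitors block probe labeling of enzyme so polarization drops; 0% = enzyme with DMSO and 100% = wells lacking PAFAH2 protein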
LYPLA2 inh = LYPLA2 (human) inhibition in PME1 counter-screen | recombinant LYPLA2, FP-Rh probe fluorescence polarization | 320,000 tested, 0.38% active | inhibition, % at 5.9 µM | O95372;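 active means inhibition above the screen-wide mean plus 3 SD, limit set per campaign, cut at about 26% in these data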;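 further: 0% = LYPLA2 with DMSO and 100% = wells lacking LYPLA2 enzyme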
PAD4 FP inh = PAD4 (human) enzyme inhibition; AID 485272; 330,000 tested, 0.41% active; recombinant PAD4, RCA probe fluorescence polarization; Q9UM07; inhibition, % at 6.36 µM;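 active means percent inhibition above a cutoff equal to the mean of all tested compounds plus 3 SD, cut at about 15% in these data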;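 further: 0% = PAD4 with RCA probe and DMSO and 100% = probe without PAD4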
Target sequence (Q9UM07 whole entry, looked up): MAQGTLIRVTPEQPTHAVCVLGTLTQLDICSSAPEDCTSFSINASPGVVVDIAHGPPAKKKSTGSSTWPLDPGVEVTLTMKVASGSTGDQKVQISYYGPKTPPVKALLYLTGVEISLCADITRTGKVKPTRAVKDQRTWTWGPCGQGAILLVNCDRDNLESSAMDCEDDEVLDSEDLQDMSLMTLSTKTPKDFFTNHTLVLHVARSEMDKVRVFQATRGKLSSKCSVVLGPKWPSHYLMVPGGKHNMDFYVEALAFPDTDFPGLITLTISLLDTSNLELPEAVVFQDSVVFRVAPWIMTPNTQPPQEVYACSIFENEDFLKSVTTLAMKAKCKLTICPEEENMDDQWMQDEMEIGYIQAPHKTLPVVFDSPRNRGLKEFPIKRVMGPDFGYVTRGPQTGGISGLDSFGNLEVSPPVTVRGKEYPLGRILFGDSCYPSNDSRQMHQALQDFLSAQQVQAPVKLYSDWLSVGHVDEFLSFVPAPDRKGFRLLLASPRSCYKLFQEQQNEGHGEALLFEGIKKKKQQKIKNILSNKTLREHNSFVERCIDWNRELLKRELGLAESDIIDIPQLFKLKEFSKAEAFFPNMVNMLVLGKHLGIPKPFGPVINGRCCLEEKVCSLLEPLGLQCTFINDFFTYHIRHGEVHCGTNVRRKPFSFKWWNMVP
GSTO1 inh = GSTO1 inhibition, counter-screen for RBBP9 inhibitors | recombinant GSTO1, activity-based probe fluorescence polarization | inhibition, % at 5.96 µM | 300,000 tested, 1.1% active;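 active means inhibition above the campaign mean inhibition plus 3 SD, cut at about 35% in these data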;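 further: 0% = GSTO1-1 with DMSO and 100% = wells lacking GSTO1-1 enzyme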
An asterisk follows results filed as active; x = not tested or not shown. This is a subset (hit frequency here may not be typical).

SMILES | PAFAH1B2 FP inh | LYPLA1 inh | PAFAH1B3 inh | PREPL inhibitor | pPAFAH FP inh | PAFAH2 FP inh | LYPLA2 inh | PAD4 FP inh | GSTO1 inh
CCc1nnc(NS(=O)(=O)c2ccc(NC(=O)c3ccccc3)cc2)s1 | -2 | 1 | 15 | -5 | 6 | -2 | -1 | 2 | -6
O=C(CSc1cccc2cccnc12)OCC(=O)c1ccccc1 | 6 | 2 | -5 | 7 | 4 | 6 | 5 | -3 | 9
O=C1NC(=O)C2C1C(c1ccc([N+](=O)[O-])cc1)=NN2Cc1ccccc1 (centres undefined) | 20 | -7 | 6 | 6 | -3 | 16 | -4 | 6 | -15
CCOC(=O)c1sc2ncn(C(C)C(=O)OC)c(=O)c2c1C (centres undefined) | -3 | 11 | -1 | -4 | 3 | 8 | -5 | 1 | 7
C=CCOC(=O)C(=O)/C=C/c1c(C)n(C)n(-c2ccccc2)c1=O | -4 | -3 | 11 | 10 | -10 | -1 | 6 | -6 | 2
COc1ccc([N+](=O)[O-])cc1C(=O)C(=O)c1ccccc1 | 1 | -2 | 0 | 19 | -4 | 1 | 0 | 2 | 0
COCC1CCCN(Cc2nc(Cc3ccccc3)no2)C1 (centres undefined) | 1 | -1 | 9 | 2 | 2 | -2 | 0 | 0 | -2
O=C(c1ccccc1S(=O)(=O)NCc1ccccc1)N1CCCCC1 | 11 | 0 | 2 | 1 | 4 | -2 | -9 | -2 | 1
CCOC(=O)c1c(C)[nH]c(C)c1C(=O)COC(=O)c1cccc(C)c1O | -3 | -4 | 10 | -2 | 3 | 2 | 2 | 0 | 1
Fc1ccc(NC(=S)N2CCCN(c3ccc(C(F)(F)F)cn3)CC2)c(F)c1 | 7 | -2 | 7 | -8 | 2 | 2 | 1 | 4 | -6
O=C(NCCOC(=O)c1ccccc1C(=O)OCCNC(=O)c1cccnc1)c1cccnc1 | 2 | -2 | 8 | 16 | -2 | -7 | 2 | 1 | -3
O=C(Nc1ccc2ccccc2c1)c1cccc(F)c1 | 3 | -4 | 4 | 5 | 1 | 0 | -9 | -1 | -12
CC(=O)c1cccc(NC(=O)COC(=O)CCNS(=O)(=O)c2ccccc2)c1 | 5 | x | 8 | 4 | 29* | 8 | x | -3 | x
Cc1ccc(N2CC(C(=O)NCc3cccnc3)CC2=O)cc1 (centres undefined) | 1 | 1 | 3 | -6 | 6 | 4 | 5 | 0 | 10
O=C(NCc1ccc2c(c1)OCO2)NC1CCCCC1 | 3 | -1 | 1 | 16 | -2 | 2 | 2 | 1 | 7
C=CCn1c(SCC(=O)NC(=O)c2cccc([N+](=O)[O-])c2)nnc1-c1ccccc1F | -3 | -1 | 4 | 4 | 5 | -3 | 2 | -4 | 7
O=C(NCC1CCCO1)C1CCCN(S(=O)(=O)c2ccc(Br)cc2)C1 (centres undefined) | 18 | 1 | 5 | 4 | 4 | 4 | 1 | -7 | 7
N#CC1=C(N)Nc2ncnn2C1c1ccc([N+](=O)[O-])cc1 (centres undefined) | 2 | -2 | 1 | 9 | -2 | 4 | 0 | -2 | 13
Cc1ccc(OCC(=O)Nc2nnc(-c3ccco3)s2)cc1 | 2 | -2 | -6 | 5 | -1 | -9 | -4 | -6 | -16
CCOc1ccccc1CN1CCC(N2CCOCC2)CC1 | 10 | -1 | 12 | 3 | 5 | 1 | 3 | 1 | -1
COc1nc(Nc2ccc(C(C)=O)cc2)nc(OC)n1 | 1 | -1 | 2 | 2 | 0 | 9 | -6 | -5 | 0
COc1ccc(NS(=O)(=O)c2ccc(-c3coc(C)n3)cc2)cc1OC | 0 | -4 | 4 | -1 | 0 | 3 | -5 | 4 | 7
O=C1CCCCC1Sc1nnc(-c2ccc3c(c2)OCO3)o1 (centres undefined) | 1 | 2 | 6 | 11 | 3 | 9 | 8 | 8 | 5
CC(C)(C)c1ccc(C(=O)NNC(=O)c2ccccc2Br)cc1 | 6 | -1 | 4 | 0 | 20 | -5 | 1 | 1 | 1
NS(=O)(=O)c1ccc(CCNC(=O)C(=O)NCC2OCCN2S(=O)(=O)c2ccc(Cl)cc2)cc1 (centres undefined) | 9 | 0 | -2 | 8 | 2 | 8 | 6 | -2 | 1
CCN(CC)c1ccc(/C=N/N2CCN(c3ccccn3)CC2)cc1 | 5 | -1 | 1 | 1 | 3 | 2 | -8 | 7 | 1
COc1ccc(-c2nnc(SCC(C)C)o2)cc1 | 4 | 4 | -5 | 13 | 2 | -2 | 0 | -3 | -2
COc1ccc2c(CC(=O)N3CCc4ccccc43)coc2c1 | 6 | -4 | 1 | 0 | 8 | 7 | 9 | -3 | 10
CN(C)CCCOC(=O)N1c2ccccc2C=Cc2ccccc21 | 6 | -4 | -3 | -1 | -1 | -9 | -6 | 1 | -4
O=C(CN1C(=O)COc2ccccc21)Nc1ccc(F)cc1 | 4 | 3 | 5 | 2 | 6 | 9 | 5 | -5 | 22

Only PREPL inhibitor (five entries from above):
| canonical_smiles | PREPL inhibitor |
| --- | --- |
| CN(C)CCCOC(=O)N1c2ccccc2C=Cc2ccccc21 | -1 |
| COc1ccc2c(CC(=O)N3CCc4ccccc43)coc2c1 | 0 |
| N#CC1=C(N)Nc2ncnn2C1c1ccc([N+](=O)[O-])cc1 (centres undefined) | 9 |
| CCN(CC)c1ccc(/C=N/N2CCN(c3ccccn3)CC2)cc1 | 1 |
| NS(=O)(=O)c1ccc(CCNC(=O)C(=O)NCC2OCCN2S(=O)(=O)c2ccc(Cl)cc2)cc1 (centres undefined) | 8 |

(next part)
SMILES | PAFAH1B2 FP inh | LYPLA1 inh | PAFAH1B3 inh | PREPL inhibitor | pPAFAH FP inh | PAFAH2 FP inh | LYPLA2 inh | PAD4 FP inh | GSTO1 inh
COc1ccccc1C(=O)NCCC(=O)NCCC12CC3CC(CC(C3)C1)C2 | 24 | -1 | 1 | 8 | 0 | 9 | 3 | -2 | 4
CC(C)(C)NC(=O)c1ccc2nccnc2c1 | 1 | -5 | 5 | 6 | -1 | 6 | 0 | 2 | 4
COc1ccc(C2/C(=C(/O)c3ccccc3)C(=O)C(=O)N2c2ccccn2)c(OC)c1 (centres undefined) | 2 | -2 | 4 | 8 | 6 | 2 | 2 | -1 | -2
COc1ccccc1Oc1ccc(N/C=C/C(=O)c2ccco2)cc1 | 3 | -2 | 11 | 9 | 12 | 6 | 8 | -7 | 2
COc1cccc(NC(=O)N2C3CCCC2CC(NC(=O)C2CC2)C3)c1 (centres undefined) | 0 | -6 | 4 | 1 | -2 | 11 | -1 | -2 | 2
CN(C)CC(=O)Nc1ccc2cn[nH]c2c1 | 0 | 4 | 3 | -6 | 3 | -4 | 1 | 3 | 4
Cc1cc2oc(=O)cc(CN3CCOCC3)c2cc1C | -2 | -2 | 8 | 3 | -5 | -3 | -3 | 3 | 10
Cn1c(SCC(=O)NC2CCCC2)nnc1C(F)(F)F | 5 | 4 | 7 | 0 | -4 | 2 | 4 | 1 | x
O=C(NCc1ccco1)c1ccc(=O)oc1 | 1 | 0 | -1 | -6 | 0 | 5 | 7 | 6 | 6
COCCCNC(=O)C(=O)C1C(=O)Nc2ccccc21 (centres undefined) | -1 | 0 | 0 | -1 | 5 | 6 | -1 | 2 | 7
COc1cccc(N2CCN(C(=O)CSc3ccc(F)cc3)CC2)c1 | -1 | 1 | 7 | 9 | 5 | -2 | 2 | -2 | -5
COc1cc(/C=C/c2nc3ccccc3c(=O)[nH]2)ccc1OC(F)F | 0 | -9 | 1 | -7 | -3 | -1 | -16 | 4 | -6
c1ccc(C[C@H]2CNCCN2CCCCC2CCCCC2)cc1 | 1 | -4 | 0 | -21 | 1 | 5 | 1 | -3 | -8
Cc1ccc(C)c(S(=O)(=O)N2CCCN(C)CC2)c1 | -6 | 0 | -1 | 2 | -3 | 3 | -8 | 4 | 6
CCOc1ccc(S(=O)(=O)NCC(=O)N(C)Cc2cccnc2)cc1 | 1 | 1 | 2 | 3 | 2 | 9 | 5 | -6 | 0

Look-ups from the results shown.
For GSTO1 inh, COc1ccc(C2/C(=C(/O)c3ccccc3)C(=O)C(=O)N2c2ccccn2)c(OC)c1 (centres undefined) shows -2
For LYPLA1 inh, CCN(CC)c1ccc(/C=N/N2CCN(c3ccccn3)CC2)cc1 shows -1

Following part
SMILES | PAFAH1B2 FP inh | LYPLA1 inh | PAFAH1B3 inh | PREPL inhibitor | pPAFAH FP inh | PAFAH2 FP inh | LYPLA2 inh | PAD4 FP inh | GSTO1 inh
CN(C)C(=O)c1noc2cc([N+](=O)[O-])ccc12 | 3 | -1 | -1 | 4 | 0 | 3 | 0 | -5 | 3
O=c1c2nccnc2[nH]c(=S)n1Cc1ccccc1 | 4 | -4 | 0 | 3 | -3 | 4 | -14 | 5 | 2
O=C(NCCOc1ccccc1Cl)C(=O)Nc1ccccc1 | -2 | 3 | -1 | -29 | 3 | 3 | -8 | 4 | -1
CCN(CC)C(=O)c1cc2c(=O)n3cccc(C)c3nc2n1C | 1 | -3 | -3 | -6 | 7 | -2 | 1 | -2 | 0
CC(C)C[C@H](NC(=O)N1CCn2c1nc1ccccc12)C(=O)NCc1ccc2c(c1)OCO2 | 3 | 3 | 1 | 3 | 4 | -2 | 10 | 6 | -2
Cc1nnc(NC(=O)c2cc3n(n2)C(C(F)(F)F)CC(C2CC2)N3)s1 (centres undefined) | 3 | 3 | 4 | 14 | 4 | 4 | 5 | -3 | 0
Cn1c(CO)cnc1SCc1ccc(F)cc1 | 2 | 1 | 12 | -7 | -4 | 4 | 1 | -5 | 2
CCCC(=O)Nc1ccc(NC(=S)NC(=O)c2ccccc2[N+](=O)[O-])cc1 | -1 | 2 | -3 | 7 | 1 | 4 | 30* | -4 | -1
Cn1c(=Nc2ccccc2)sc2ccccc21 | 0 | -2 | 5 | 3 | 9 | 7 | -1 | -1 | 4
O=C(Nc1ccccc1Cl)c1ccc(S(=O)(=O)N2CCOCC2)cc1 | 3 | -2 | -8 | 0 | 1 | 7 | 5 | 0 | -3
O=C1NC(=O)/C(=C\c2ccc(N3CCOCC3)o2)N1 | 11 | 0 | 8 | -1 | 3 | 6 | -1 | -6 | 6
COc1ccc(CC(=O)Nc2nnc(C)s2)cc1 | 0 | -2 | 2 | 0 | 5 | 3 | -7 | 2 | 1
CC1CCCN(Cc2c(C(=O)N3CCc4ccccc4C3)nc3ccc(Cl)cn23)C1 (centres undefined) | 11 | 0 | 3 | 23 | 0 | -4 | -5 | 0 | 5
Cc1c(C=O)c(=O)n(-c2ccccc2)n1-c1ccccc1 | 2 | -1 | 1 | 13 | -6 | -12 | 4 | -2 | -1
Cc1ccc(C(=O)N2CCN(c3ccc(NC(=O)CSc4ccc(Cl)cc4)cc3)CC2)cc1 | 5 | 1 | 0 | 23 | 0 | -2 | -6 | -4 | -2
CCn1cc(CN2CCC(n3nccc3NC(=O)CCCc3ccccc3)CC2)cn1 | -5 | 1 | 3 | 18 | 4 | 3 | 2 | 4 | -3
Cc1cc(C)nc(NC(=O)Cc2ccc(Cl)cc2)c1 | 11 | 0 | 2 | -2 | 7 | 7 | 2 | -7 | 2

Single records, from the list above. Screens in order: PAFAH1B2 FP inh	LYPLA1 inh	PAFAH1B3 inh	PREPL inhibitor	pPAFAH FP inh	PAFAH2 FP inh	LYPLA2 inh	PAD4 FP inh	GSTO1 inh
`Cc1ccc(C)c(S(=O)(=O)N2CCCN(C)CC2)c1` across the screens: -6	0	-1	2	-3	3	-8	4	6
`CCN(CC)c1ccc(/C=N/N2CCN(c3ccccn3)CC2)cc1` across the screens: 5	-1	1	1	3	2	-8	7	1
`CCCC(=O)Nc1ccc(NC(=S)NC(=O)c2ccccc2[N+](=O)[O-])cc1` across the screens: -1	2	-3	7	1	4	30*	-4	-1
